Assay outcomes deposited in PubChem BioAssay by National Center for Advancing Translational Sciences (NCATS).
rTrxR1 inhibitor: qHTS Assay for Inhibitors of Mammalian Selenoprotein Thioredoxin Reductase 1 (TrxR1): qHTS; Thioredoxin reductase 1, cytoplasmic (Rattus norvegicus), O89049; recombinant rTrxR1, NADPH fluorescence consumption, selenite substrate; Potency, µM (highest dose often 114 µM), for the others: top-dose activity change, negative = inhibition, actives largely listed as inhibitors; 1% of 390,000 active; further: on the % scale 0 is the no-effect control and ±100 the full control effect; nearly all actives have a fitted effect of over 65% in size
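Rat TrxR1 (90 nM in the dispensed reagent) was pre-reduced with 400 uM NADPH for 5 min at room temperature, then incubated with compound for 15 min. After 400 uM selenite was added, NADPH fluorescence (Ex 340/Em 450 nm) was followed for 8 min.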
RGS4 inh: Inhibitors of Regulator of G Protein Signaling (RGS) 4: qHTS. Potency, µM (series often up to 114 µM), for inactives: at the top dose activity change, negative = inhibition, most hits filed as inhibitors. Regulator of G-protein signaling 4 (Homo sapiens), P49798. Transcreener GDP fluorescence polarization, RGS4-accelerated GTP hydrolysis. 0.039% of 390,000 active; further: on the % scale 0 is the no-effect control and ±100 the full control effect; nearly all actives have a fitted effect of over 75% in size; some results filed as inactive show a strong effect at the top dose
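MLSMR compounds (23 nl, pin-transferred) preincubated 10 min at room temperature with a 500nM (2x) first reagent, then RGS4 at 900nM (2x) plus Transcreener GDP mix added; fluorescence polarization (620/688 nm) read before and after 90 min at 30 °C.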
mIDH1 inhibitor: qHTS for Inhibitors of mutant isocitrate dehydrogenase 1 (IDH1): qHTS. 0.093% of 390,000 active. Isocitrate dehydrogenase [NADP] cytoplasmic (Homo sapiens), O75874. IDH1-R132H enzyme, NADPH consumption, diaphorase/resazurin fluorescence. Potency, µM (doses to about 76.6 µM), without a hit: at the highest dose activity change, negative = inhibition, usual class: inhibitors; further: on the % scale 0 is the no-effect control and ±100 the full control effect; nearly all actives have a fitted effect of over 65% in size
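IDH1-R132H (0.5 ug/mL dispensed) in pH 7.5 Tris buffer was preincubated 30 min with compound, then given a substrate mix of 0.016 mM NADPH and 2 mM alpha-KG for 80 min at room temperature; remaining NADPH was read by diaphorase/resazurin fluorescence.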
Vif-A3F inh: qHTS for Inhibitors of Vif-A3F Interactions: qHTS; 0.2% of 390,000 active; Potency, µM (doses to about 46.1 µM), for the others: at the top dose activity, negative = active; HeLa A3F-eYFP + Vif (tagged APOBEC3F with the HIV-1 protein that degrades it), YFP fluorescence increase; further: % of control where 0% means no effect; nearly all actives have a fitted effect of over 65% in size
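HeLa cells stably expressing Vif plus C-terminally eYFP-tagged A3F were seeded, incubated overnight at 37 deg C, dosed with compound, incubated overnight again at 37 deg C. Yellow fluorescence (Ex 488/Em 500-530) reported blocked Vif-mediated A3F-eYFP degradation.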
TrxR1 substrate: qHTS Assay for Substrates of Mammalian Selenoprotein Thioredoxin Reductase 1 (TrxR1): qHTS; purified TrxR1 substrate turnover, NADPH consumption readout; Potency, µM (series often up to 114 µM), for inactives: at the top dose activity change, negative = substrate turnover; 0.01% of 390,000 active; AID 588456, 2011; further: on the % scale 0 is the no-effect control and ±100 the full control effect; nearly all actives have a fitted effect of over 50% in size
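Rat TrxR1, dispensed at 90 nM, was prereduced with 400 uM NADPH (final) for 5 min at ~22 deg C, then incubated with compound 15 min before 400 uM selenite. A first-read NADPH fluorescence drop versus no-compound background flagged substrates.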
RXFP1 agonist: qHTS Assay for Agonists of the Relaxin Receptor RXFP1; Potency, µM (top dose mostly 57.5 µM), without a hit: at the highest dose activation, usual class: activators; Relaxin receptor 1 (Homo sapiens), Q9HBX9; HEK293T-RXFP1 cAMP TR-FRET, 30 min; response scale: percent of porcine relaxin response, buffer zero; 0.3% of 370,000 active; AID 2676, 2010; further: on the % scale 0 is the no-effect control and ±100 the full control effect; nearly all actives have a fitted effect of over 60% in size; many of its hits are not listed in these tables
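cAMP rise read by TR-FRET after 30 min, 37C compound exposure (up to 58 uM) in RXFP1-transfected HEK293 cells with Ro 20174 present. EC50 from Hill-equation fits, with 29 nM porcine relaxin as 100% and buffer as basal.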
ALOX12 inh: Primary qHTS assay for inhibitors of human arachidonate 12S-lipoxygenase (ALOX12): Round 2; Potency, µM (highest dose often 108 µM), inactives show at the top dose activity change, negative = inhibition, usual class: inhibitors; purified 12hLO, xylenol orange hydroperoxide absorbance; 1.1% of 580,000 active; Polyunsaturated fatty acid lipoxygenase ALOX12 (Homo sapiens), P18054; further: on the % scale 0 is the no-effect control and ±100 the full control effect
Target sequence (P18054 whole entry, looked up): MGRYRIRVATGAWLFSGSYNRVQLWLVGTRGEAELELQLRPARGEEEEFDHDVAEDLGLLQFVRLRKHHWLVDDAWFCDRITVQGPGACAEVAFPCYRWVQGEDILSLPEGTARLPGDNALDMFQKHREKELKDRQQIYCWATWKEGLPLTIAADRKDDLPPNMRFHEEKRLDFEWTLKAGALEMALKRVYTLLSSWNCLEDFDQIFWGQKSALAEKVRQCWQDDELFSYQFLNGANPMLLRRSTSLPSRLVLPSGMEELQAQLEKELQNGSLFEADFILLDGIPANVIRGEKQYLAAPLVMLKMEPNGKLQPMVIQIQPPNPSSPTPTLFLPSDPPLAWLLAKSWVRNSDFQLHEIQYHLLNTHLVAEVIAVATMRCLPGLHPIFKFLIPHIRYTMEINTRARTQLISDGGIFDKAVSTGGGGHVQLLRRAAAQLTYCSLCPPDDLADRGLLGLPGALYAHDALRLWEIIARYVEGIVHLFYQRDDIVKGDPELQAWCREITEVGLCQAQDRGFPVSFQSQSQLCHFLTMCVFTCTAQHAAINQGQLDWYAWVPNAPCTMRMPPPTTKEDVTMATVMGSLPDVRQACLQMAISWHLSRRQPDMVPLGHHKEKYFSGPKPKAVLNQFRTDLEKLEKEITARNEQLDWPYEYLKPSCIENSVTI
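Purified human 12hLO (150 nM final) in 25 mM Hepes, 0.01% Triton X-100, pH 7.0 was preincubated 15 min at room temperature with compound. Then 40 uM arachidonic acid was added, 30 min. Hydroperoxide was read by Fe-XO absorbance ratio 573/405 nm.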
USP1 inh: Inhibitors of USP1/UAF1: Primary Screen | AID 743255, 2014 | 0.23% of 390,000 active | Potency, µM (series often up to 57.1 µM), without a hit: top-dose activity change, negative = inhibition, hits mostly inhibitors | recombinant USP1/UAF1, Ub-Rhodamine cleavage fluorescence; further: on the % scale 0 is the no-effect control and ±100 the full control effect; nearly all actives have a fitted effect of over 60% in size; inactives centre near -12
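Step one: compound is pinned into 1nM USP1/UAF1 in HEPES pH 7.8 buffer with TCEP. Step two: 15 min room-temperature incubation. Step three: Ub-Rho (150nM final) starts cleavage, tracked by fluorescence over six one-minute reads.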
Vif-APOBEC3G blk: qHTS for Inhibitors of Vif-A3G Interactions: qHTS | DNA dC->dU-editing enzyme APOBEC-3G (Homo sapiens), Q9HC16 | HeLa A3G-eYFP + Vif (tagged APOBEC3G with the HIV-1 protein that degrades it), YFP fluorescence, overnight | Potency, µM (doses to about 46.1 µM), without a hit: at the top dose activity, negative = active, most hits filed as inhibitors | 0.076% of 410,000 active | AID 602310, 2012;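 further: on the % scale 0 is the no-effect control and ±100 the full control effect; nearly all actives have a fitted effect of over 60% in size; hits raise eYFP signal because A3G escapes Vif-driven loss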
Target sequence (Q9HC16 whole entry, looked up): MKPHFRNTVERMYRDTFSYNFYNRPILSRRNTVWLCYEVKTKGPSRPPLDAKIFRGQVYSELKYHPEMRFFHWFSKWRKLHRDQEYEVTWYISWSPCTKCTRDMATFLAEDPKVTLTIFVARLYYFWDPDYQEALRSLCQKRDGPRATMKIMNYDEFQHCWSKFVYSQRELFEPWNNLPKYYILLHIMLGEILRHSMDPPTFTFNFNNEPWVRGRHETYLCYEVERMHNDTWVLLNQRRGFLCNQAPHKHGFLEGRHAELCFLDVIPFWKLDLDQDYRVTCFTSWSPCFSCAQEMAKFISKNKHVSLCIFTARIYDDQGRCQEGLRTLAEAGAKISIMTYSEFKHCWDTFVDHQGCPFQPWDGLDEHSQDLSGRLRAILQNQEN
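HeLa cells stably expressing Vif and C-terminally eYFP-tagged A3G, seeded overnight at 37 deg C, then exposed to compound by pintool overnight at 37 deg C. Rise in yellow fluorescence (Ex 488/Em 500-530, Acumen) marks blocked Vif-driven A3G degradation.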
Active calls of the source: *; ? = inconclusive; · = not tested or not shown; & = joins results of further samples; [ ] = another dose, or the depositor's remark. The call rests on the fitted dose curve; in most records, active means well fitted curve in the direction sought with a large enough effect; inconclusive means small, poorly fitted or top-dose-only effect, or another doubt; inactive means no such curve, though single readings can be large; an effect the other way counts as inactive or inconclusive. Potency means the concentration at half of the fitted maximal effect.

Fields – rTrxR1 inhibitor, RGS4 inh, mIDH1 inhibitor, Vif-A3F inh, TrxR1 substrate, RXFP1 agonist, ALOX12 inh, USP1 inh, Vif-APOBEC3G blk
- COc1cc2c(cc1OC)C1(Nc3c-2c(C)nn3-c2ccccc2)C(=O)Nc2ccccc21 (stereo not drawn)
 : -13%, -9%, 3%, -13%, -10%, 0.2%, -12%, -21%, -19%
- Cc1cc(C)n2c(Nc3ccc4c(c3)OCCO4)c(-c3ccc(Cl)cc3)nc2n1
 : 10%, -1%, 10%, -5%, 1%, 6.7%, ?, -9%, -3%
- CSc1ncnc2ncn(C)c12
 : 4%, -6%, 0%, -3%, 5%, ·, 11%, -18%, 1%
- CCOC(=O)N1CCN(C(=O)CSc2ccc3nnc(CCNC(=O)c4ccccc4)n3n2)CC1
 : 13%, -3%, 0%, -12%, 9%, ?, 1%, -15%, 0%
- COc1ccc(CCNC(=O)COC(=O)COc2ccc(C#N)cc2)cc1
 : 9%, -23%, 0%, -12%, 2%, 1.4%, ?, -26%, 3%
- Cc1ccc(S(=O)(=O)/C(C#N)=C/c2c(N3CCCCC3)nc3ccccn3c2=O)cc1
 : -5%[57.1 µM], 20%, -3%, 12%, 3%[57.1 µM], -0.6%, 80%[activator], -13%, -1%
- Cc1ccc2nc3nc(NCC4CCCO4)c(C(=O)NC4CCCC4)cc3c(=O)n2c1 (stereo not drawn)
 : 38%[activator], 1%, 4%, 4%, 205%[activator], -0.1%, -2%, -20%, -5%
- CCSc1cc(C2C(C(=O)OC)=C(C)NC3=C2C(=O)CCC3)c(C)o1 (stereo not drawn)
 : -11%[57.1 µM], -44%, 2%, -2%, 3%[2.29 µM], 0.3%, 0%[57.4 µM], ?, -2%
- Cc1ccc(NC(=O)/C(=C\c2cccnc2)NC(=O)c2ccco2)cc1
 : 23%[57.1 µM], -4%, 1%, 4%, 14%[57.1 µM], -0.4%, ?, -10%, -7%
- COc1ccc(-c2nc(-c3ccccc3)c(-c3ccc(O)cc3)[nH]2)cc1
 : 26%, 12%, 32%[activator], 4%, 57%[activator], 2.3%, ?, -10%, -11%
- COc1ccc(CN(C2CCCCC2C)S(=O)(=O)c2ccc(S(=O)(=O)N(C)C)cc2)cc1OC (stereo not drawn)
 : -3%, 38%, 1%, -14%, -9%, 0.9%, -21%, 0%, 2%
- N=C1C(c2nc(-c3ccc(Br)cc3)cs2)=C(O)CN1NC(=O)c1ccc([N+](=O)[O-])cc1
 : 24%[57.1 µM], ?, 5%, 13%, -16%[57.1 µM], -0.9%, 6%, -3%, 0%
- O=C(NCCC(=O)N1CCN(c2ccccn2)CC1)c1ccc(Cl)cc1
 : 1%, 3%, -1%, -11%, 5%, ·, 443%[activator], -12%, -2%
- CCOCCCNC(=O)c1ccc(Cn2c(=O)[nH]c3ccsc3c2=O)cc1
 : 12%, 15%, 0%, -3%, 6%, 3.1%, 0%, -22%, -6%
- O=C1CCCc2c1[nH]c1ccc(Cl)cc21
 : 9%, -46%, 3%, -17%, 9%, 1.1%, -24%, -9%, -21%

Two records picked at random from the list so far, as already listed:
Fields – rTrxR1 inhibitor, RGS4 inh, mIDH1 inhibitor, Vif-A3F inh, TrxR1 substrate, RXFP1 agonist, ALOX12 inh, USP1 inh, Vif-APOBEC3G blk
- COc1ccc(CCNC(=O)COC(=O)COc2ccc(C#N)cc2)cc1
 : 9%, -23%, 0%, -12%, 2%, 1.4%, ?, -26%, 3%
- Cc1ccc(S(=O)(=O)/C(C#N)=C/c2c(N3CCCCC3)nc3ccccn3c2=O)cc1
 : -5%[57.1 µM], 20%, -3%, 12%, 3%[57.1 µM], -0.6%, 80%[activator], -13%, -1%

Continuation:
Compound | rTrxR1 inhibitor | RGS4 inh | mIDH1 inhibitor | Vif-A3F inh | TrxR1 substrate | RXFP1 agonist | ALOX12 inh | USP1 inh | Vif-APOBEC3G blk
COc1ccc(OC)c(CNC(=O)c2ccc(-c3nc(CSc4ccccc4)c(C)o3)cc2)c1 | 25% | 15% | 5% | 1% | 16% | -3.1% | -12% | -21% | 1%
CCCC(=O)NC(=S)Nc1ccc(S(=O)(=O)Nc2ccc(OCC)cc2)cc1 | ? | 2% | -8% | ? | -3% | 0.6% | ? | -9% | -15%
CCN1CCN(S(=O)(=O)c2ccc(Cl)c(C(=O)NCCOc3ccc(C)cc3)c2)CC1 | -5% | -47% | -10% | -17% | -11% | -0.5% | ? | -3% | -1%
Cc1ccc(N=Nc2c(C)[nH]n(-c3ccccc3)c2=O)cc1 | 2% | -17% | -2% | 1% | 1% | 2.7% | 5% | -2% | -2%
CC(C)C(=O)Nc1ccc(NC(=S)NC(=O)c2cc3ccccc3o2)cc1 | 14%[11.4 µM] | -6% | 3% | ? | 8%[11.4 µM] | 24% | 1% | -13% | 0%
Cc1noc(C)c1NC(=O)N(C)C[C@H]1OCc2cnnn2CCCC(=O)N([C@@H](C)CO)C[C@H]1C | · | · | 5% | -6% | · | · | -6% | -11% | 3%
O=C(Nc1cccc(S(=O)(=O)N2CCCC2)c1)c1cccc(S(=O)(=O)N2CCOCC2)c1 | 26% | -12% | 4% | 1% | 3% | 0.3% | 5% | -18% | 0%
COc1ccccc1CNC(=O)C1CCC(CNc2c(N3CCOCC3)c(=O)c2=O)CC1 (stereo not drawn) | 5% | -2% | 9% | 0% | -6% | 2.6% | -19% | -21% | 1%
Cc1cc(C)c(C)c(S(=O)(=O)Nc2cccc(-n3cnnn3)c2)c1C | 1% | 5% | -1% | 5% | 1% | 1.5% | 0% | -13% | 5%
COc1ccc(CC(NC(C)=O)C(=O)NC2CCN(C(=O)Nc3ccc(C#N)cc3)CC2)cc1OC (stereo not drawn) | 9% | -13% | 0% | -3% | 3% | -0.1% | -3% | -12% | 0%
Cc1ccc(N(CC(=O)NCc2ccc(F)cc2)C(=O)c2snc(C(N)=O)c2N)cc1C | 10%[57.1 µM] | 18% | -14% | -1% | 18%[57.1 µM] | 12% | 26% | -11% | 0%
CCOC(=O)c1c(NC(=O)Cc2coc3cc(C)cc(C)c23)sc2c1CCC2 | 10% | 20% | -22% | 4% | 13% | -1.1% | -18% | -14% | 4%
O=C(O)CCn1c(=S)oc2ccccc21 | 14%[57.1 µM] | -19% | 0% | -10% | -9% | -0.2% | -28% | -9% | 0%
Cc1cc(NC(=O)C(Cl)c2ccccc2)no1 (stereo not drawn) | 5%[57.1 µM] | 9% | 1% | -9% | -1%[57.1 µM] | -0.1% | ? | -3% | -11%
O=C(Cn1c2c(c(-c3ccccc3)cc1=O)CCCC2)N1CCCCCC1 | 45% | -1% | 20% | -8% | -2%[57.1 µM] | 1.7% | -1% | -18% | -1%

(continued)
Compound | rTrxR1 inhibitor | RGS4 inh | mIDH1 inhibitor | Vif-A3F inh | TrxR1 substrate | RXFP1 agonist | ALOX12 inh | USP1 inh | Vif-APOBEC3G blk
Cc1cccc(N2CCN(C(=O)CN3C(=O)COc4ccc(S(=O)(=O)N5CCOCC5)cc43)CC2)c1C | 5% | 10% | 2% | 2% | -4% | 1.2% | 0% | -33% | 1%
c1ccc2c(CCNc3ncnc4nc[nH]c34)cccc2c1 | -4% | -5% | 13% | 1% | -6% | 2.4% | -7% | -13% | -14%
CN(Cc1ccco1)c1ncnc2ccc(-c3ccc4c(ccn4C)c3)cc12 | 10% | -16% | · | 6% | 3% | 6.9%&6.8% | -6% | · | -11%
COc1cccc(-c2nn(C)c3sc(C(=O)NCCCN(C)Cc4ccccc4)cc23)c1 | 12% | -18% | 0% | -19% | 41%[activator] | -0.5% | 0% | -18% | 2%
CCCCCn1c(SCCCC)nc2c1c(=O)[nH]c(=O)n2C | -12%[57.1 µM] | -49% | 2% | -27% | -1%[57.1 µM] | 0.1% | ? | 1% | -4%
CC(OC(=O)CCc1nc2ccccc2c(=O)[nH]1)C(=O)c1ccc(Br)cc1 (stereo not drawn) | 6% | -3% | 1% | -14% | 5% | 1.8% | ? | -12% | 0%
CCc1ccc(C(=O)COC(=O)CNC(=O)c2ccc(Br)o2)cc1 | -10% | -29% | 4% | 8% | -5% | 4.2% | -9% | -20% | 0%
CCCOc1ccc(C2C(=O)N(C3CCCCC3)CC(=O)N2CCc2ccccc2)cc1OC (stereo not drawn) | -24%[57.1 µM] | 13% | 3% | -4% | -9%[57.1 µM] | 3.7% | -9% | -21% | -2%

Not all compounds are listed (hit frequency here may not be typical).
